Source: PubChem
CCHF vOTU inh – blocks the CCHF virus ovarian tumor domain protease. CCHFV vOTU protease, Pep-AMC fluorescence. inhibition, % at 11.5 µM. hit rate 0.55% among 370,000. AID 651958; in the data active = inhibition above about 30%; note: 0% = vehicle wells with enzyme and 100% = no enzyme wells
TcdB GH inh – inhibitors of Clostridioides difficile toxin B glycohydrolase; P18177; TcdB glycohydrolase enzymatic assay, plate reader; inhibition, % at 9.99 µM; hit rate 0.24% among 350,000; AID 652162; in the data active = inhibition above about 10%
Target sequence (P18177 whole entry, looked up): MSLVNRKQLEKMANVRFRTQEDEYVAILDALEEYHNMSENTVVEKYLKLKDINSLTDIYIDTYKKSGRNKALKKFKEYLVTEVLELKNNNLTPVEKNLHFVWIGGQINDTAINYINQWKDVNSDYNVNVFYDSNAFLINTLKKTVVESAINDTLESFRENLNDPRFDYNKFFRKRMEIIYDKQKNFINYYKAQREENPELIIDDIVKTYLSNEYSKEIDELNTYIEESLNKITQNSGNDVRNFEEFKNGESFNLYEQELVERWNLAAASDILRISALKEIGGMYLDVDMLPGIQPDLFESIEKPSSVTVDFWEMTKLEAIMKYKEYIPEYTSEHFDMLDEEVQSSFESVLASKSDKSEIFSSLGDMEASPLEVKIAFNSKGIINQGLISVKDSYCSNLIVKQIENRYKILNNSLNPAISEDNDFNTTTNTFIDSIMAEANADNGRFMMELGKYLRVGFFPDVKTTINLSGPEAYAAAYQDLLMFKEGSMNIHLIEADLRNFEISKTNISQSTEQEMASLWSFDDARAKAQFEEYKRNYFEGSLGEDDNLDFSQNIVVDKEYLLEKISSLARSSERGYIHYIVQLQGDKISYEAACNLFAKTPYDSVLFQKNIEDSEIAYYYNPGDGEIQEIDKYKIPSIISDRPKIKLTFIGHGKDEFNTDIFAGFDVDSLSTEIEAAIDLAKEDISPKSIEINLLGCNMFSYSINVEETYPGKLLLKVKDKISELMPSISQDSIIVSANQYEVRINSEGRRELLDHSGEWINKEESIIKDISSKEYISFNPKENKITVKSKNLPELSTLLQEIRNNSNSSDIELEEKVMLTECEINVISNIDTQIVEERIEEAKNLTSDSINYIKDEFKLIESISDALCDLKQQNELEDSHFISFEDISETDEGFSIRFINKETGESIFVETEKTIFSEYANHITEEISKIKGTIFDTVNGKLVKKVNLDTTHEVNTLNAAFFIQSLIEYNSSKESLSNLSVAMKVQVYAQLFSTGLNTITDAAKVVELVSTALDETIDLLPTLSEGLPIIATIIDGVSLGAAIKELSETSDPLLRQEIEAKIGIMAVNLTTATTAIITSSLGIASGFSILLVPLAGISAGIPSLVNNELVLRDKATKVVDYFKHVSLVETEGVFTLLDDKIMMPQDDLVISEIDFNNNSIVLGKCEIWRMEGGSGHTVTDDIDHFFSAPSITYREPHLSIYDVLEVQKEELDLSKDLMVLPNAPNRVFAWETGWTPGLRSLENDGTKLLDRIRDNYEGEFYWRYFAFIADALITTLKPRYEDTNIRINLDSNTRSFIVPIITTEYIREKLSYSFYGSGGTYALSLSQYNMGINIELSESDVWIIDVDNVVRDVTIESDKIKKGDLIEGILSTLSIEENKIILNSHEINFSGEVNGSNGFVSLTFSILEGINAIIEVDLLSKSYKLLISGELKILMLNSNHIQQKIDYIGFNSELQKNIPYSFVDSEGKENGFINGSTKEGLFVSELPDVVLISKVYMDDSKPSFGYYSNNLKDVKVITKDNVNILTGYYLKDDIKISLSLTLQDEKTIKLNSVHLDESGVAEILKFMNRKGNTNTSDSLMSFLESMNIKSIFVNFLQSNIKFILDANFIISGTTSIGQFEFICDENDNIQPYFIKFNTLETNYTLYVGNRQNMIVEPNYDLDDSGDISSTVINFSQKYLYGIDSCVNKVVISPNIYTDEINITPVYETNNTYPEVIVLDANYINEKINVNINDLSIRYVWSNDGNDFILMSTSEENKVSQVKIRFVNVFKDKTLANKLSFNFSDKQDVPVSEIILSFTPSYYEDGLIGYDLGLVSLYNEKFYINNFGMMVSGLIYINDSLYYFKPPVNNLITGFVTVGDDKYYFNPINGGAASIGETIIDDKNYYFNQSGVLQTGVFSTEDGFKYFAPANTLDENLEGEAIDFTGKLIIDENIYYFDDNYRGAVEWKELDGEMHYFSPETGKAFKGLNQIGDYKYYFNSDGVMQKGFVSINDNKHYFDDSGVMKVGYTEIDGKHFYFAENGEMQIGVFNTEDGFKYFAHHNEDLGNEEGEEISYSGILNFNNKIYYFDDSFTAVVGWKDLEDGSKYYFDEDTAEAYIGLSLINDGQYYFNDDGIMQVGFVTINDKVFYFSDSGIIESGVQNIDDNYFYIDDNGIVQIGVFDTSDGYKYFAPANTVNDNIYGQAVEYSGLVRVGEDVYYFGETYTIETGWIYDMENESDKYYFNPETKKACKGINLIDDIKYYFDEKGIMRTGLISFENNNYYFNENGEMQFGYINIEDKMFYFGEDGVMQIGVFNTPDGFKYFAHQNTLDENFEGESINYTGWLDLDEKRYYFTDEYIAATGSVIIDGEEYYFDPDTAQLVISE
VHR inh abs – blocks human VHR1 dual specificity phosphatase. P51452. recombinant VHR phosphatase, pNPP absorbance. inhibition, % at 13.3 µM. hit rate 0.52% among 290,000; in the data active = inhibition above about 50%; note: some compounds called inactive have numbers as strong as hits
Anthrax LF inh2 – inhibitors of Bacillus anthracis lethal factor protease; P15917; multiplex microsphere protease cleavage assay, LF; inhibition, % at 10 µM; hit rate 0.12% among 360,000; AID 588501; note: plate controls were buffer without enzyme for full effect and enzyme alone for no effect
SARS 3CLpro inh – SARS-CoV 3CLpro protease inhibition; P0C6X7; recombinant SARS-CoV 3CLpro, quenched FRET peptide cleavage; inhibition, % at 6 µM; hit rate 0.14% among 290,000; AID 1706; in the data active = inhibition above about 12%
Yp Topo-I inh – Y. pestis Topo-I inhibition via cleavage products; hit rate 0.064% among 360,000; activity, % at 10 µM; Y. pestis Topo-I cleavage product accumulation, plate reader; in the data active = activity above about 50%, passing the limit was not always enough; note: inactives centre near 2
BoNT-A LC inh2 – inhibitors of Botulinum neurotoxin A light chain protease; hit rate 0.17% among 360,000; AID 588499; multiplex microsphere protease substrate cleavage, flow cytometry; inhibition, % at 10 µM; note: plate controls were buffer without enzyme for full effect and enzyme alone for no effect
PfHsp40 rescue – restores yeast growth despite PfHsp40 toxicity. growth rescue, % at 12.5 µM. AID 504582. S. cerevisiae expressing PfHsp40, growth rescue, ATP luminescence. hit rate 0.68% among 340,000; in the data active = growth rescue above about 28%, passing the limit was not always enough;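 note: yeast W303a lacking pdr1 and pdr3 grown in galactose medium; growth measured after three days at 30 °C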
BH1578 lux ind – quorum light induction in luxS cqsA deficient V. cholerae. V. cholerae BH1578 lux reporter, luminescence, 6 h. activation, % at 18.7 µM. hit rate 0.16% among 350,000. AID 588436; in the data active = activation mostly above about 9.7%, no sharp cut-off; note: not every result past the cut was called active; inactives centre near 0; reference of the scale not given here
PriA SSB inh – blocks PriA binding to SSB C-terminal tail; hit rate 0.6% among 430,000; AlphaScreen SSBct-PriA binding, biotinylated peptide; AID 1272365; inhibition, % at 33 µM; in the data active = inhibition mostly above about 37%, no sharp cut-off; inactive = mostly below about 20%;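 note: plate controls were negative control peptide for no effect and reference peptide for full effect; strong numbers were not always called active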
An asterisk follows results filed as active. Cut-off read from the data, not from the text of the source, unless noted: active = inhibition above about 30%; inconclusive = no clear call, values can overlap the other calls; inactive = below that. Some of the compounds tested. The share of hits here may be higher or lower than overall.

What do the screens show for `O=C(NC1CCCC1)C(c1ccncc1)N(Cc1ccccc1)C(=O)c1ccc(-c2ccccc2)[nH]1` (stereo not drawn)?
CCHF vOTU inh: 9; VHR inh abs: -1; Anthrax LF inh2: -1; SARS 3CLpro inh: 7; Yp Topo-I inh: 16; BoNT-A LC inh2: -1.1; PfHsp40 rescue: -0.1; BH1578 lux ind: -0.2; PriA SSB inh: 27

Results for N#Cc1ccc(-c2ccc(OCC(O)CN3CCCCC3)cc2)cc1 (stereo not drawn) ?
CCHF vOTU inh: 11; TcdB GH inh: 1.1; VHR inh abs: 11; Anthrax LF inh2: -14; SARS 3CLpro inh: -3; Yp Topo-I inh: 1; BoNT-A LC inh2: -4.2; PfHsp40 rescue: -0.2; BH1578 lux ind: -6.2; PriA SSB inh: -8

What do the screens show for `OC(c1cccc(Cl)c1)c1nc(/C=C/c2ccc(C(F)(F)F)cc2)cs1` (stereo not drawn)?
CCHF vOTU inh: 21; TcdB GH inh: 0.5; Anthrax LF inh2: 0; Yp Topo-I inh: -5; BoNT-A LC inh2: -0.7; BH1578 lux ind: inactive

How did Cc1cccc(C)c1OCc1nc2ccccc2c(=O)n1/N=C/c1ccc(OCC(=O)O)cc1 do in these assays?
CCHF vOTU inh: -4; VHR inh abs: 18; Anthrax LF inh2: -2; SARS 3CLpro inh: 3; Yp Topo-I inh: 10; BoNT-A LC inh2: 0.3; PfHsp40 rescue: 6.5; BH1578 lux ind: 0.0

What do the screens show for `Cc1ccc(CN2CCN(Cc3ccccc3C(F)(F)F)CC2)cc1`?
CCHF vOTU inh: 17; VHR inh abs: 19; Anthrax LF inh2: -2; SARS 3CLpro inh: 4; Yp Topo-I inh: 30; BoNT-A LC inh2: 0.1; PfHsp40 rescue: 1.4; BH1578 lux ind: inactive; PriA SSB inh: -16

What do the screens show for `COc1ccc(C(=O)COc2ccccc2C(=O)Nc2ccccc2)cc1`?
CCHF vOTU inh: -12; TcdB GH inh: 0.7; VHR inh abs: 30; Anthrax LF inh2: -6; SARS 3CLpro inh: -5; Yp Topo-I inh: 3; BoNT-A LC inh2: 0.3; PfHsp40 rescue: -0.5; BH1578 lux ind: -0.1; PriA SSB inh: -8

What do the screens show for `O=C(COc1ncnc2ccccc12)Nc1cc([N+](=O)[O-])ccc1Cl`?
CCHF vOTU inh: 5; TcdB GH inh: -0.9; VHR inh abs: 26; Anthrax LF inh2: 5; SARS 3CLpro inh: 0; Yp Topo-I inh: -3; BoNT-A LC inh2: -1.1; PfHsp40 rescue: 0.7; BH1578 lux ind: inactive; PriA SSB inh: 4

What do the screens show for `Brc1ccc(-c2csc(/N=C/N3CCCC3)n2)cc1`?
CCHF vOTU inh: 12; TcdB GH inh: -0.5; VHR inh abs: 2; Anthrax LF inh2: 0; SARS 3CLpro inh: 3; Yp Topo-I inh: 3; BoNT-A LC inh2: -1.6; PfHsp40 rescue: 1.5; BH1578 lux ind: -0.3

How did COc1cc(/C=C2/C(=N)N3C(c4ccccc4)=CSC3=NC2=O)ccc1OCC(=O)O do in these assays?
CCHF vOTU inh: 0; TcdB GH inh: 0.9; VHR inh abs: 4; Anthrax LF inh2: -4; SARS 3CLpro inh: 2; Yp Topo-I inh: 5; BoNT-A LC inh2: 0.0; PfHsp40 rescue: 1.6; BH1578 lux ind: -3.1; PriA SSB inh: 4

What do the screens show for `Cc1ccccc1CN1CCN(C/C=C/c2ccccc2)CC1`?
VHR inh abs: 12; Anthrax LF inh2: -11; SARS 3CLpro inh: -5; Yp Topo-I inh: -2; BoNT-A LC inh2: -0.4; PfHsp40 rescue: -1.3; BH1578 lux ind: inactive; PriA SSB inh: 0

Results for CC(=O)NN=C1CCC(c2ccccc2)CC1 (stereo not drawn) ?
CCHF vOTU inh: -7; VHR inh abs: -2; Anthrax LF inh2: 0; SARS 3CLpro inh: 1; Yp Topo-I inh: 4; BoNT-A LC inh2: -0.9; PfHsp40 rescue: -0.9; BH1578 lux ind: -0.1; PriA SSB inh: 8

What do the screens show for `CC1CCCC(=NNc2ccc3ccccc3n2)C1` (stereo not drawn)?
CCHF vOTU inh: 14; TcdB GH inh: 0.2; Anthrax LF inh2: -4; Yp Topo-I inh: 5; BoNT-A LC inh2: -0.5; PfHsp40 rescue: 0.4; BH1578 lux ind: inactive; PriA SSB inh: -5

How did COc1ccc(N2CCN(C(c3cccs3)C(C)NC(=O)C(=O)N3CCOCC3)CC2)cc1 (stereo not drawn) do in these assays?
CCHF vOTU inh: 7; TcdB GH inh: -0.8; VHR inh abs: 38; Anthrax LF inh2: 3; SARS 3CLpro inh: -5; Yp Topo-I inh: 1; BoNT-A LC inh2: 0.6; PfHsp40 rescue: 1.3; BH1578 lux ind: inactive; PriA SSB inh: 1

What do the screens show for `COc1ccc(CN(Cc2cc3cc(OC)c(OC)cc3[nH]c2=O)C(=O)NC2CCCCC2)cc1`?
CCHF vOTU inh: -4; VHR inh abs: -2; Anthrax LF inh2: -5; SARS 3CLpro inh: 2; Yp Topo-I inh: -3; BoNT-A LC inh2: -0.7; PfHsp40 rescue: -0.2; BH1578 lux ind: -0.2; PriA SSB inh: 0

How did Cc1cccc(NC(=S)N2N=CCC2c2ccccc2)c1 (stereo not drawn) do in these assays?
CCHF vOTU inh: 1; TcdB GH inh: 1.3; VHR inh abs: -10; Anthrax LF inh2: -1; SARS 3CLpro inh: 4; Yp Topo-I inh: 5; BoNT-A LC inh2: -2.2; PfHsp40 rescue: -0.4; BH1578 lux ind: inactive; PriA SSB inh: -13

How did COc1cccc(CNC(=O)c2ccccc2-c2ccccc2)c1 do in these assays?
CCHF vOTU inh: 8; TcdB GH inh: 1.1; VHR inh abs: 1; Anthrax LF inh2: -1; SARS 3CLpro inh: 1; Yp Topo-I inh: 10; BoNT-A LC inh2: 0.8; PfHsp40 rescue: 0.1; BH1578 lux ind: -0.1; PriA SSB inh: -4

How did O=C(NC(=S)Nc1ccc(N2CCCCC2)cc1)c1ccco1 do in these assays?
CCHF vOTU inh: 4; TcdB GH inh: -25; VHR inh abs: 37; Anthrax LF inh2: -14; SARS 3CLpro inh: -5; Yp Topo-I inh: 5; BoNT-A LC inh2: 3.4; PfHsp40 rescue: 0.7; BH1578 lux ind: inactive; PriA SSB inh: 44

What do the screens show for `Nc1nc(N)c(N=Nc2ccc(S(N)(=O)=O)cc2)c(=O)[nH]1`?
CCHF vOTU inh: -6; TcdB GH inh: 1.3; VHR inh abs: 36; Anthrax LF inh2: -7; SARS 3CLpro inh: 0; Yp Topo-I inh: -2; BoNT-A LC inh2: 2.1; PfHsp40 rescue: 0.9; BH1578 lux ind: -0.6; PriA SSB inh: -8

How did COCc1cc(C)nc2sc(C(=O)N3CCCCC3)c(N)c12 do in these assays?
CCHF vOTU inh: -17; VHR inh abs: 12; Anthrax LF inh2: 1; SARS 3CLpro inh: 9; Yp Topo-I inh: -2; BoNT-A LC inh2: 1.9; PfHsp40 rescue: -1.9; BH1578 lux ind: -2.2; PriA SSB inh: 0

How did Nc1c2c(nc3ccccc13)CCN(Cc1ccccc1)C2 do in these assays?
CCHF vOTU inh: -5; TcdB GH inh: 1.8; VHR inh abs: 13; Anthrax LF inh2: 14; SARS 3CLpro inh: -2; Yp Topo-I inh: -3; BoNT-A LC inh2: 6.7; PfHsp40 rescue: 0.3; BH1578 lux ind: inactive; PriA SSB inh: -9

Two compounds drawn at random from the list so far:
How did O=C(NC(=S)Nc1ccc(N2CCCCC2)cc1)c1ccco1 do in these assays?
CCHF vOTU inh: 4; TcdB GH inh: -25; VHR inh abs: 37; Anthrax LF inh2: -14; SARS 3CLpro inh: -5; Yp Topo-I inh: 5; BoNT-A LC inh2: 3.4; PfHsp40 rescue: 0.7; BH1578 lux ind: inactive; PriA SSB inh: 44

What do the screens show for `O=C(NC1CCCC1)C(c1ccncc1)N(Cc1ccccc1)C(=O)c1ccc(-c2ccccc2)[nH]1` (stereo not drawn)?
CCHF vOTU inh: 9; VHR inh abs: -1; Anthrax LF inh2: -1; SARS 3CLpro inh: 7; Yp Topo-I inh: 16; BoNT-A LC inh2: -1.1; PfHsp40 rescue: -0.1; BH1578 lux ind: -0.2; PriA SSB inh: 27

Continuation:
Results for Cc1cccc(NC(=O)N2C[C@H]3C[C@@H](C2)c2cccc(=O)n2C3)c1 ?
CCHF vOTU inh: -3; TcdB GH inh: 1.6; VHR inh abs: 21; Anthrax LF inh2: -4; SARS 3CLpro inh: -1; Yp Topo-I inh: 6; BoNT-A LC inh2: 0.2; PfHsp40 rescue: -0.3; BH1578 lux ind: -0.5

What do the screens show for `CCc1ccc(N(C2C=CS(=O)(=O)C2)S(=O)(=O)c2ccc(C)cc2)cc1` (stereo not drawn)?
CCHF vOTU inh: 4; TcdB GH inh: 0.3; VHR inh abs: 4; Anthrax LF inh2: -3; SARS 3CLpro inh: -2; Yp Topo-I inh: 17; BoNT-A LC inh2: -0.8; PfHsp40 rescue: -0.6; BH1578 lux ind: -0.3; PriA SSB inh: 0

How did COc1cc(OC)cc(C(=O)NC2CCN(Cc3nnnn3Cc3ccc(F)cc3)CC2)c1 do in these assays?
CCHF vOTU inh: -11; TcdB GH inh: 0.4; VHR inh abs: 7; Anthrax LF inh2: 1; SARS 3CLpro inh: -1; Yp Topo-I inh: 8; BoNT-A LC inh2: 0.1; PfHsp40 rescue: -0.2; BH1578 lux ind: -0.4; PriA SSB inh: -2

How did CCc1nnc(NC(=O)c2cc(-c3ccccn3)nc3ccc(Br)cc23)s1 do in these assays?
CCHF vOTU inh: -1; TcdB GH inh: 0.9; VHR inh abs: 6; Anthrax LF inh2: 2; SARS 3CLpro inh: 7; Yp Topo-I inh: -8; BoNT-A LC inh2: -0.7; PfHsp40 rescue: 0.2; BH1578 lux ind: 0.1; PriA SSB inh: 6

Results for CCOC(=O)c1ccccc1NC(=O)c1c(O)[nH]c(=O)[nH]c1=O ?
CCHF vOTU inh: -10; Anthrax LF inh2: -9; Yp Topo-I inh: 1; BoNT-A LC inh2: -0.8; PfHsp40 rescue: -1.1; BH1578 lux ind: -1.4; PriA SSB inh: -19

How did Cc1nn(CC(C)C)c2sc(C(=O)NC3CC(C)(C)NC(C)(C)C3)cc12 do in these assays?
CCHF vOTU inh: 1; TcdB GH inh: 0.2; VHR inh abs: 12; Anthrax LF inh2: 4; SARS 3CLpro inh: 2; Yp Topo-I inh: 2; BoNT-A LC inh2: 3.1; PfHsp40 rescue: -0.7; BH1578 lux ind: inactive; PriA SSB inh: -14

How did CCCc1ccc(C(O)c2ncc(-c3ccccc3)[nH]2)cc1 (stereo not drawn) do in these assays?
CCHF vOTU inh: 10; TcdB GH inh: 1.2; Anthrax LF inh2: -10; Yp Topo-I inh: 8; BoNT-A LC inh2: -0.3; BH1578 lux ind: 0.3

How did C=C1CCC[C@]2(C)C[C@H]3OC(=O)C(CNCCN(CC)CC)[C@H]3CC12 (stereo partly drawn) do in these assays?
CCHF vOTU inh: -10; TcdB GH inh: -0.4; VHR inh abs: 7; Anthrax LF inh2: -3; SARS 3CLpro inh: -1; Yp Topo-I inh: -1; BoNT-A LC inh2: -2.7; PfHsp40 rescue: -0.6; BH1578 lux ind: inactive; PriA SSB inh: 9

How did O=C(COC(=O)/C=C/c1ccc(S(=O)(=O)N2CCOCC2)cc1)Nc1ccc(F)c(F)c1F do in these assays?
CCHF vOTU inh: -14; TcdB GH inh: 0.7; Anthrax LF inh2: 4; Yp Topo-I inh: 10; BoNT-A LC inh2: -0.3; PfHsp40 rescue: -0.9; BH1578 lux ind: inactive; PriA SSB inh: -1

Results for Cc1ccc2c(c1)CCCN2C(=O)NC1CCCCC1 ?
CCHF vOTU inh: -3; TcdB GH inh: 0.7; VHR inh abs: 22; Anthrax LF inh2: -1; SARS 3CLpro inh: -1; Yp Topo-I inh: -3; BoNT-A LC inh2: -0.2; PfHsp40 rescue: 0.2; BH1578 lux ind: inactive; PriA SSB inh: 4

How did CCC(c1nnnn1C(C)(C)C)N1CCN(C2CCCC2)CC1 (stereo not drawn) do in these assays?
CCHF vOTU inh: 10; VHR inh abs: -6; Anthrax LF inh2: 0; SARS 3CLpro inh: 2; Yp Topo-I inh: 3; BoNT-A LC inh2: -0.1; PfHsp40 rescue: 0.2; BH1578 lux ind: 2.8; PriA SSB inh: -9
